Compound activity: PubChem BioAssay, The Scripps Research Institute Molecular Screening Center
CHRM4 antagonist = human M4 muscarinic receptor antagonists, primary screen, CHO cells, Fluo-8 calcium fluorescence; 360,000 tested, 0.73% active; inhibition, % at 3 µM; CHO-hM4 cells, ACh EC80;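 active means inhibition above its plate's cutoff, the mean inhibition of sample wells plus 3 SD, cut at about 27% in these data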;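 further: 0% = acetylcholine EC80 with DMSO and 100% = DMSO without agonist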
Target sequence (P08173 whole entry, looked up): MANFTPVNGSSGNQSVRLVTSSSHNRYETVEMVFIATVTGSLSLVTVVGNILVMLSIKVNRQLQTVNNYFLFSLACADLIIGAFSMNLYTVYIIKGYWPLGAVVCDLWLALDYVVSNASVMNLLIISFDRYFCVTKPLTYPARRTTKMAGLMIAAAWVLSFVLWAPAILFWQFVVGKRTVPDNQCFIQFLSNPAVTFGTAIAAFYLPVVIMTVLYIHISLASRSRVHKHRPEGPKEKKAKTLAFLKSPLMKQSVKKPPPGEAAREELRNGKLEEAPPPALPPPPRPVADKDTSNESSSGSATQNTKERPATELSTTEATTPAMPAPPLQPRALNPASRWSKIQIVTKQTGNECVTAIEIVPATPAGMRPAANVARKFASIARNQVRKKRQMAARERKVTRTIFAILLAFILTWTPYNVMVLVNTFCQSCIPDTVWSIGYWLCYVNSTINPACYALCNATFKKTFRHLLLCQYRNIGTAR
M4 ag = human M4 muscarinic receptor agonists, primary screen, CHO-K1 cells, Fluo-8 calcium fluorescence | Muscarinic acetylcholine receptor M4 (Homo sapiens), P08173 | CHO-K1 hM4/Gqi5; vehicle 0%, full acetylcholine response 100% | activation, % at 3 µM | 360,000 tested, 0.14% active | AID 624127, 2012;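 active means activation above the run mean over all test wells plus 3 SD, cut at about 32% in these data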;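 further: peak over basal fluorescence ratio per well then scaled between controls; 0% = DMSO wells and 100% = acetylcholine at EC100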
CHRM5 antagonist = human M5 muscarinic receptor antagonists, primary screen, CHO cells, Fluo-8 calcium fluorescence. Muscarinic acetylcholine receptor M5 (Homo sapiens), P08912. CHO-hM5 cells, ACh EC80. inhibition, % at 3 µM. 360,000 tested, 0.59% active;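 active means inhibition above a per-plate cutoff, the mean of that plate's test compounds plus 3 SD, cut at about 27% in these data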;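 further: 0% = acetylcholine EC80 with DMSO and 100% = DMSO without agonist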
M1 PAM = human M1 muscarinic receptor positive allosteric modulators, primary screen, CHO-K1 cells, Fluo-8 calcium fluorescence, 1536-well; Muscarinic acetylcholine receptor M1 (Homo sapiens), P11229; CHO-K1 hM1, ACh EC20; 0% = ACh EC20, 100% = maximal ACh; activation, % at 3 µM; 360,000 tested, 0.088% active; in the data active means activation above about 19%, passing the limit was not always enough
Target sequence (P11229 whole entry, looked up): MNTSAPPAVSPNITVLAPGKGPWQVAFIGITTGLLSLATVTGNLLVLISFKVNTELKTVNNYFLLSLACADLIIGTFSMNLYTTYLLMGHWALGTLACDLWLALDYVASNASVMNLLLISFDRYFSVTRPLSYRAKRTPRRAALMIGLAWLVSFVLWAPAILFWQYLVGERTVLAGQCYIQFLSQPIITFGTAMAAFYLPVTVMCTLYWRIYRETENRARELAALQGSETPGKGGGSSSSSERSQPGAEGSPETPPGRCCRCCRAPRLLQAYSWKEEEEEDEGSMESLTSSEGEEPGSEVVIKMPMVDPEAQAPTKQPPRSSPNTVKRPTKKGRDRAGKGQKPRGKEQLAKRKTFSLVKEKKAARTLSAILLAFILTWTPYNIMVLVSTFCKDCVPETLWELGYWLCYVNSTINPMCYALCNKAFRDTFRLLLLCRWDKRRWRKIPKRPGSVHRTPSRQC
M5 PAM = human M5 muscarinic receptor positive allosteric modulators, primary screen, CHO-K1 cells, Fluo-8 calcium fluorescence; Muscarinic acetylcholine receptor M5 (Homo sapiens), P08912; CHO-K1 hM5, ACh EC20 PAM; 0% = ACh EC20, 100% = ACh EC100; activation, % at 3 µM; 360,000 tested, 0.3% active;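 active means activation above the run cutoff, the mean activation of all test compounds plus 3 SD, cut at about 18% in these data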
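Probe or stimulus: acetylcholine, EC20 level; Assay system: human M5 receptor in CHO-K1 cells; Schedule: compound preincubation 140 s before EC20 acetylcholine addition; Technique: intracellular calcium via Fluo-8 fluorescence; Dosing: single-point, 3 µM nominal; Read-out basis: percent activation from peak-over-basal fluorescence ratio, scaled EC20-to-EC100 acetylcholine; Repeats: one well per compound, no replicates.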
CHRM1 agonist = human M1 muscarinic receptor agonists, primary screen, Fluo-8 calcium fluorescence, CHO-K1 cells, HTS. 360,000 tested, 0.33% active. CHO-K1 hM1, agonist mode; 0% DMSO, 100% acetylcholine EC100. activation, % at 3 µM;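 active means activation above the run's mean compound activation plus 3 SD, cut at about 16% in these data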;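 further: peak over basal fluorescence ratio within a 140 s kinetic read after compound addition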
M1 antag = human M1 muscarinic receptor antagonists, primary screen, CHO-K1 cells, Fluo-8 calcium fluorescence, 1536-well | Muscarinic acetylcholine receptor M1 (Homo sapiens), P11229 | CHO-K1 hM1, ACh EC80 antagonist | inhibition, % at 3 µM | 360,000 tested, 1.3% active | AID 588852, 2011;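 active means percent inhibition above its own plate's cutoff, namely the mean of that plate's compound wells plus 3 SD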;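 further: peak over basal fluorescence ratio during 140 s after agonist addition; 0% = ACh EC80 plus DMSO and 100% = DMSO alone without agonist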
TAAR1 agonist = human TAAR1 agonists, primary screen, Fluo-8 calcium fluorescence, CHO RD-HGA16 cells. activation, % at 3 µM. 360,000 tested, 0.99% active. Trace amine-associated receptor 1 (Homo sapiens), Q96RJ0. vehicle wells 0%, saturating PEA agonist 100%;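 active means activation above the mean activation of all test compounds in the run plus 3 SD, cut at about 38% in these data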
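test system = CHO RD-HGA16 cells carrying human TAAR1 plus Gα16 | schedule = 17-24 h seeding, 75 min 37 °C dye, 30 min RT | compound dosing = 3 µM single concentration | control set = DMSO and PEA EC100 | replicates = n 1 | signal = Fluo-8 fluorescence, 5 s baseline then 140 s kinetic read | measure = percent activation vs PEA EC100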
M5 ag = human M5 muscarinic receptor agonists, primary screen, CHO-K1 cells, Fluo-8 calcium fluorescence; CHO-K1 hM5 cells; 0% DMSO wells, 100% maximal acetylcholine response; AID 624037, 2012; activation, % at 3 µM; 360,000 tested, 0.19% active;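 active means activation above the run's mean over test compounds plus 3 SD, cut at about 23% in these data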;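 further: signal is peak over basal fluorescence ratio across the kinetic read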
The depositor's hits bear a star; . = not tested or not shown. Only part of the results is shown (hit frequency here may not be typical).

no.	SMILES	CHRM4 antagonist	M4 ag	CHRM5 antagonist	M1 PAM	M5 PAM
1	C=CCn1c(C)cc(C(=O)COc2ccc(N(C)S(=O)(=O)c3ccc(NC(C)=O)cc3)cc2)c1C	-13	12	14	-6	-22
2	CCOC(=O)c1ccc2c(c1)nc(COc1ccc3ccccc3c1)n2CC	-17	1	15	-6	-4
3	Brc1ccc(-c2ccc(/C=N/Nc3nc(N4CCOCC4)nc(N4CCOCC4)n3)o2)cc1	13	3	6	0	1
4	CCOc1ccc(-n2c(SCC(=O)Nc3cc(C)on3)nnc2-c2c[nH]c3ccccc23)cc1	-5	1	-2	3	-8
5	COc1ccc(NC(=O)CO/N=C2/CCCc3nonc32)c(OC)c1	-1	20	23	-5	-18
6	Cc1cccc(/C=N/N2CCN(c3ccccc3)CC2)c1	6	2	-1	6	-1
7	O=C1CC(N2CCN(c3ccc(F)cc3)CC2)C(=O)N1c1ccc(F)cc1 (stereo unspecified)	12	2	4	4	2
8	Cn1c(=O)[nH]c(=O)c2[nH]c(N(Cc3ccccc3)Cc3ccccc3)nc21	4	-2	-15	4	-4
9	CC(=O)Nc1ccc(S(=O)(=O)NN=c2sc3ccccc3n2C)cc1N	-5	1	1	4	-2
10	O=C1c2ccccc2C(=O)c2c1ccc1c(=O)n(C3CCCCC3)[nH]c21	0	0	3	-4	0

no.	CHRM1 agonist	M1 antag	TAAR1 agonist	M5 ag
1	-4	6	8	1
2	-4	7	1	-4
3	-3	10	10	3
4	1	-7	5	3
5	1	28	4	1
6	-2	-5	3	-1
7	-3	-9	2	2
8	-8	-9	10	-10
9	-3	-11	3	1
10	-3	7	5	2

The list continues:
no.	SMILES	CHRM4 antagonist	M4 ag	CHRM5 antagonist	M1 PAM	M5 PAM
11	CCOC(=O)N1CCN(C(=O)c2ccc(NS(=O)(=O)c3ccc(F)cc3)cc2)CC1	-6	0	-4	-10	0
12	CCC(=O)Nc1ccccc1Nc1cc(C#N)c(C#N)cc1[N+](=O)[O-]	-7	1	6	-2	7
13	O=C(N/N=C/c1cccs1)c1ccc2ncccc2c1	-4	2	6	8	-1
14	O=C(COC(=O)CNC(=O)c1sc2ccccc2c1Cl)Nc1c(Cl)cc(Cl)cc1Cl	-9	0	2	8	5
15	O=C(NCc1ccc(F)cc1)c1cc(C2CCCN(C(=O)C3CCCCC3)C2)on1 (stereo unspecified)	-18	3	-2	8	1
16	COP(=O)(OC)c1nc(-c2ccccc2)oc1N1CCOCC1	4	0	0	-9	-3
17	COc1cc2cc(Oc3ccc4ccc(=O)oc4c3)c(=O)oc2cc1O[C@@H]1O[C@H](CO)[C@@H](O)[C@H](O)[C@H]1O	5	2	-2	-6	9
18	CCCCn1c(N)c(N(CCOC)C(=O)COC(=O)Cc2cccc(OC)c2)c(=O)[nH]c1=O	-3	0	-1	11	2
19	COc1ccc(OC)c(S(=O)(=O)N2CCN(c3ccc(F)cc3)CC2)c1	-11	2	-12	16	-4
20	C=CCn1cccc(C(=O)Nc2ccc(OC)c(Cl)c2)c1=O	5	4	8	12	-6

no.	CHRM1 agonist	M1 antag	TAAR1 agonist	M5 ag
11	-4	1	3	-2
12	-3	-15	14	-2
13	-5	-11	1	-1
14	-1	-7	2	0
15	-6	-14	1	0
16	-4	12	1	0
17	0	19	1	5
18	-2	-10	3	1
19	-1	-9	1	2
20	-1	-15	.	0

In the list so far, these have fluorine.
no.	SMILES	CHRM4 antagonist	M4 ag	CHRM5 antagonist	M1 PAM	M5 PAM
7	O=C1CC(N2CCN(c3ccc(F)cc3)CC2)C(=O)N1c1ccc(F)cc1 (stereo unspecified)	12	2	4	4	2
11	CCOC(=O)N1CCN(C(=O)c2ccc(NS(=O)(=O)c3ccc(F)cc3)cc2)CC1	-6	0	-4	-10	0
15	O=C(NCc1ccc(F)cc1)c1cc(C2CCCN(C(=O)C3CCCCC3)C2)on1 (stereo unspecified)	-18	3	-2	8	1
19	COc1ccc(OC)c(S(=O)(=O)N2CCN(c3ccc(F)cc3)CC2)c1	-11	2	-12	16	-4

no.	CHRM1 agonist	M1 antag	TAAR1 agonist	M5 ag
7	-3	-9	2	2
11	-4	1	3	-2
15	-6	-14	1	0
19	-1	-9	1	2

Other records
no.	SMILES	CHRM4 antagonist	M4 ag	CHRM5 antagonist	M1 PAM	M5 PAM
21	CC(Oc1ccccc1)C(=O)NC1C(=O)N2C1SC(C)(C)C2C(=O)O (stereo unspecified)	-3	0	7	8	-5
22	O=C(N/N=C/c1cccs1)C(=O)N1CCCC1	9	0	-2	12	-4
23	COCC(C)n1c(C)cc(C(=O)COC(=O)c2ccc(N3CCCC3=O)cc2)c1C (stereo unspecified)	-2	6	13	4	-6
24	COc1ccc(C(=C(CC(=O)O)C(=O)OC(C)(C)C)c2cc(OC)c(OC)c(OC)c2)cc1OC	-16	0	2	7	10
25	COC(=O)c1c(C(=O)OC)c2oc3ccccc3n2c1Cl	-8	1	0	5	6
26	O=C(CCc1nc(-c2ccccn2)no1)NCc1ccc2c(c1)OCO2	-6	0	6	7	0
27	CCCC1=C(C(=O)OCC)C(c2cccs2)C(C#N)=C(N)O1 (stereo unspecified)	-13	-1	-12	15	3
28	COc1ccc(-c2csc(N=C(N)N)n2)cc1	-5	3	4	13	4
29	CSCCC(NS(=O)(=O)c1ccc(Cl)cc1)C(=O)OCC(=O)c1ccc(F)cc1 (stereo unspecified)	5	10	14	-11	-15
30	O=C(c1cc(=O)[nH]c2ccccc12)N1CCN(Cc2ccc3c(c2)OCO3)CC1	-18	4	2	6	-5

no.	CHRM1 agonist	M1 antag	TAAR1 agonist	M5 ag
21	-5	-14	8	-1
22	-6	3	6	-3
23	-2	0	11	-4
24	0	-13	0	2
25	-4	-7	11	-4
26	-2	-13	0	0
27	-3	-19	1	-1
28	4	-3	3	0
29	-10	8	1	0
30	-2	-6	4	-2

The list continues.
no.	SMILES	CHRM4 antagonist	M4 ag	CHRM5 antagonist	M1 PAM	M5 PAM
31	COCCNS(=O)(=O)c1cc(F)ccc1OC	0	0	-2	8	-1
32	Cc1sc2ncnc(N3CCC(C(=O)N4CC(C)SC4=Nc4ccc(Cl)cc4)CC3)c2c1C (stereo unspecified)	-21	2	7	6	-13
33	Cc1cccc(C2c3[nH]c4ccccc4c3CCN2C(=O)c2nn(C)c(=O)c3ccccc23)n1 (stereo unspecified)	2	9	21	-1	-12
34	COC(=O)c1sccc1NC(=O)c1ccccc1	6	-1	7	9	-3
35	C/C(=N\NC(=S)NCCc1ccccc1)c1ccc(Cl)cc1	-4	-2	8	0	-5
36	COc1ccc(C(=O)NCCNc2nc3cc(C)cc(C)c3cc2C#N)c(OC)c1	-6	5	7	.	-7
37	CCc1nc2ccccc2nc1N1CCN(S(=O)(=O)c2c(C)cc(Cl)cc2C)CC1	3	0	-2	10	3
38	O=C(NC1CCCCCC1)c1cc2ccccc2oc1=O	-14	2	-12	11	2
39	Oc1ccc2c(ccc3[nH]cnc32)c1	2	1	-7	12	0
40	CC1=NN2C(=N)/C(=C\c3cc(C)n(-c4ccc(C)cc4)c3C)C(=O)N=C2S1	4	1	-5	19	6

no.	CHRM1 agonist	M1 antag	TAAR1 agonist	M5 ag
31	-2	-14	2	-2
32	-2	-4	2	2
33	-9	7	12	-4
34	-8	-8	0	-1
35	-7	-3	-1	-4
36	.	.	-2	-2
37	0	-11	5	4
38	-1	-15	10	9
39	-2	-11	5	-2
40	0	-28	2	2

Two records drawn at random from those above, as already listed:
no.	SMILES	CHRM4 antagonist	M4 ag	CHRM5 antagonist	M1 PAM	M5 PAM
32	Cc1sc2ncnc(N3CCC(C(=O)N4CC(C)SC4=Nc4ccc(Cl)cc4)CC3)c2c1C (stereo unspecified)	-21	2	7	6	-13
36	COc1ccc(C(=O)NCCNc2nc3cc(C)cc(C)c3cc2C#N)c(OC)c1	-6	5	7	.	-7

no.	CHRM1 agonist	M1 antag	TAAR1 agonist	M5 ag
32	-2	-4	2	2
36	.	.	-2	-2

Carrying on:
no.	SMILES	CHRM4 antagonist	M4 ag	CHRM5 antagonist	M1 PAM	M5 PAM
41	COc1ccc(S(=O)(=O)N2CCC(C(=O)NC3CCCC3)CC2)cc1OC	-20	3	-18	6	1
42	CN(C)CCC(=O)NCC1OCCc2ccccc21 (stereo unspecified)	-2	1	6	7	3
43	Cc1cccn2c(=O)c3cc(C(=O)NCCCN4CCCC4=O)n(C)c3nc12	-9	2	-4	-2	4
44	O=c1[nH]c2cc3c(cc2cc1CN(Cc1cccnc1)Cc1nnnn1Cc1ccco1)OCCO3	0	1	-2	6	2
45	Cc1nc(NC(=O)CN2CCOCC2)sc1C(=O)N(C)C	-6	0	0	8	0
46	CC1(O)CC(c2ccc(Cl)cc2)=NN1C(=O)c1ccc([N+](=O)[O-])cc1 (stereo unspecified)	7	2	-1	7	15
47	N#Cc1c(SCC(=O)Nc2ccccc2)nsc1SCC(=O)Nc1ccccc1	-3	1	-4	-5	-4
48	CCN(CC)S(=O)(=O)c1ccc(N2CCOCC2)c(NC(=O)c2cc([N+](=O)[O-])ccc2Cl)c1	4	0	-9	8	4

no.	CHRM1 agonist	M1 antag	TAAR1 agonist	M5 ag
41	-3	-20	0	-3
42	-3	-29	10	-4
43	-9	13	9	2
44	2	7	12	3
45	-2	-13	2	-2
46	-9	-5	8	1
47	-2	-2	-1	-2
48	-6	-2	1	-2
